MEX-5 binding = C. elegans MEX-5 TCR-2 RNA binding activity. Q9XUB2. MEX-5/FITC-TCR2 RNA binding, fluorescence polarization; stronger effect = lower value. activity score (negative = inhibition of binding), % at 10 µM. hit rate 0.38% among 300,000. AID 1832;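 active = inhibition past about -25% in most replicates, and total fluorescence under double the plate's negative control median, limit read from the data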;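 note: 0% = DMSO and -100% = 5 µM competing unlabeled TCR2 RNA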
BCLXL inh = inhibitors of human Bcl-xL | GST-Bcl-xL / FITC-Bim BH3 peptide fluorescence polarization | inhibition, % at 10.9 µM | hit rate 0.7% among 320,000;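 active = inhibition above the mean of all tested compounds plus 3 SD, cutoff set per campaign, cut at about 30% in these data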;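 note: 0% = DMSO wells and 100% = unlabeled Bim-BH3 peptide competitor; inhibitors lower millipolarization by displacing the labeled peptide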
Target sequence (Q07817 whole entry, looked up): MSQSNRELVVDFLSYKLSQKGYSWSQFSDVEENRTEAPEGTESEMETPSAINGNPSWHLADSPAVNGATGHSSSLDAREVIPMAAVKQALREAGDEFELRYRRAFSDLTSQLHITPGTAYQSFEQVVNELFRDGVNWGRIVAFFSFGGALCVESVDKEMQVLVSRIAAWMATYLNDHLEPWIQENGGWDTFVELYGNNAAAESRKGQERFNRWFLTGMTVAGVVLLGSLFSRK
EBNA-1 inhibitor = blocks EBNA-1 binding to DNA; EBNA-1 DNA binding, fluorescence polarization; inhibition, % at 14.8 µM; hit rate 0.34% among 300,000; AID 1950; in the data active = inhibition above about 28%
Efflux pump mplx = antifungal efflux pump inhibition, Nile Red retention. S. cerevisiae Candida pump triplex. inhibition, % at 10 µM. hit rate 0.44% among 330,000. AID 485275;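 active = plate passing quality check with inhibition over a set limit, or well fluorescence over plate mean plus 4 SD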;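 note: Nile Red retained in pooled yeast measured as flow cytometry median fluorescence; 0% = buffer negative control and 100% = Enniatin B positive control; higher means more Nile Red kept so more efflux inhibition; some compounds called inactive have numbers as strong as hits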
CR mimetic SO = caloric restriction mimetics inhibiting age-related superoxide in yeast; S. cerevisiae aged cells, superoxide DHE fluorescence; stronger effect = lower value; superoxide response (% of plate mean), % at 10 µM; hit rate 0.18% among 330,000;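 active = superoxide response under a set limit, about three screen SD below normal, cut at about 65% in these data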;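 note: yeast aged for seven days with compound at 30 °C before DHE staining; 100% = average MFI of all compound-treated wells on the plate with controls excluded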
MCL1-BIM inh = disrupts human MCL1 binding to BIM-BH3 peptide. inhibition, % at 10.9 µM. hit rate 0.68% among 320,000. GST-MCL1 / FITC-Bim-BH3 fluorescence polarization;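 active = inhibition above the mean inhibition of all tested compounds plus 3 SD, set per campaign, cut at about 40% in these data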;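 note: 0% = DMSO wells and 100% = unlabeled Bim-BH3 peptide control; higher means more loss of mP so more displacement of Bim peptide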
ZTA DNA inh = blocks Epstein-Barr virus ZTA, an EBNA-1 counter-screen. P03206. ZTA-DNA binding, fluorescence polarization. inhibition, % at 11 µM. hit rate 0.15% among 320,000; in the data active = inhibition above about 33%
Target sequence (P03206 whole entry, looked up): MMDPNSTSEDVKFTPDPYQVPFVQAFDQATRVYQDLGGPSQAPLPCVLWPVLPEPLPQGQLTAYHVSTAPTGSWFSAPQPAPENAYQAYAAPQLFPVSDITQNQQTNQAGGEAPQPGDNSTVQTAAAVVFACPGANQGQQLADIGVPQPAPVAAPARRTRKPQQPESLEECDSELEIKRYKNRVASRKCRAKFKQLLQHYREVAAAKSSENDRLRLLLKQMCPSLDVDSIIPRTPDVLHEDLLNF
GLD-1 TGE inh = GLD-1-TGE RNA interaction inhibition (C. elegans); purified GLD-1 + fluorescein TGE RNA, fluorescence polarization; Q17339; inhibition, % at 5.96 µM; AID 2280; hit rate 0.44% among 320,000;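 active = percent inhibition above a per-plate cutoff, the plate mean of test compounds plus 3 SD, cut at about 30% in these data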;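 note: 0% = DMSO wells with GLD-1 and probe and 100% = wells lacking GLD-1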
Target sequence (Q17339 whole entry, looked up): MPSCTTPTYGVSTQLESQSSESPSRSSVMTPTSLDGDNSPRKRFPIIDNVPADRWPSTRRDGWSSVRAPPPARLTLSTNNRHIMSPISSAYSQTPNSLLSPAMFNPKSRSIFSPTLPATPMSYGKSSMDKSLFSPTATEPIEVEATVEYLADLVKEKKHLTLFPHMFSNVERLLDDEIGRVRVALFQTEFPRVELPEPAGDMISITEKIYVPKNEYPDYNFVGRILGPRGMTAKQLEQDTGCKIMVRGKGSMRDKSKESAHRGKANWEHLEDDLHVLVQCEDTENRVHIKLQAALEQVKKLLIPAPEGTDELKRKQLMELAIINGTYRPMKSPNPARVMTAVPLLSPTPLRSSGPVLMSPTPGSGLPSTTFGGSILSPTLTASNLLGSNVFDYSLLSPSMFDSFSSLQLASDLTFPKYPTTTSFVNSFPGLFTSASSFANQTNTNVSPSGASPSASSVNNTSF
Fam108B inh = blocks mouse Fam108B hydrolase in RBBP9 counter-screen. recombinant Fam108B, FP-Rh probe fluorescence polarization. inhibition, % at 9.51 µM. hit rate 0.33% among 300,000. AID 1947;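 active = inhibition above the screen mean inhibition plus 3 SD, computed separately per campaign, cut at about 18% in these data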;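 note: inhibitors lower polarization as less probe binds the enzyme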
* marks the source's active call; other numbers are inactive results.

SMILES	MEX-5 binding	BCLXL inh	EBNA-1 inhibitor	Efflux pump mplx	CR mimetic SO	MCL1-BIM inh	ZTA DNA inh	GLD-1 TGE inh	Fam108B inh
O=C(CSc1nnc(NC(=O)c2ccccc2[N+](=O)[O-])s1)NCC1CCCO1 (stereo not given)	-2.2	-1	6	0.1	115	-5	15	5	-1
CNC(=O)N(O)C1N(/N=C/c2ccc(C)cc2)C(=S)SC1(C)C (stereo not given)	-0.3	0	-1	-0.1	105	3	-6	-9	1
N=c1c(C(=O)NC2CCCCC2)cc2c(=O)n3ccccc3nc2n1Cc1ccccc1	-6.7	3	-11	-0.2	94	6	1	0	-3
CCC(C)[C@H](NC(=O)NCc1cccs1)C(=O)O (stereo not given in full)	1.9	7	-8	-0.1	85	3	-4	1	-1
CCCCSC(=O)Nc1ccccc1	0.4	9	2	-0.3	91	0	8	3	3
Cc1[nH]n(-c2nc(-c3ccccc3)cc(=O)[nH]2)c(=O)c1CCO	-0.6	-4	11	-0.2	94	1	1	-5	1
COc1ccc(C)cc1NC(=O)c1ccc2c(=O)n3c(nc2c1)CCCCC3	-0.5	-1	0	0.0	198	0	10	-2	-1
CCc1nnc(SCC(=O)Nc2ccc3c(c2)OCO3)n1CC	-1.0	5	5	0.0	107	0	5	5	4
C#Cc1ccc([C@@H]2C=C(C(=O)NC3CC3)O[C@H](OCC)[C@H]2CCCO)cc1	-0.4	1	11	0.0	105	-1	7	-3	-2
O=C(N=Nc1c(O)[nH]c2ccc(Br)cc12)c1ccccc1-n1cccc1	-0.1	2	11	-0.1	113	3	7	6	-1
O=C(NCCc1ccccc1)C(c1cccs1)N(C(=O)CCl)c1ccc(Cl)cc1 (stereo not given)	0.5	8	-1	-8.9	103	7	-8	0	1
CCOC(=O)c1c(C)[nH]c(C(=O)OCC(=O)Nc2cc(C)nn2-c2ccccc2)c1C	0.9	-4	-6	0.0	98	-1	2	-3	-1
C=CCNC(=S)Nc1ccc2cn[nH]c2c1	0.5	6	1	0.0	93	5	11	7	8
O=C(OCC(=O)N1CCCC1)c1ccco1	-1.5	1	-1	0.1	100	1	2	8	-3
Cc1cc(S(=O)(=O)N(Cc2ccc(F)cc2)CC2CCCO2)ccc1-n1cnnn1 (stereo not given)	1.1	7	6	0.0	96	5	-14	4	2
O=C(NCC(=O)N(c1ccccc1)C(C(=O)NC1CCCCC1)c1cccnc1)c1cccs1 (stereo not given)	1.1	8	-9	-0.1	82	3	-12	5	0
COc1ccccc1NS(=O)(=O)c1cccc(C(=O)N/N=C(\C)c2ccc(-n3ccnc3)cc2)c1	-1.7	6	2	-0.1	94	13	13	-6	1
CO/C([O-])=N/c1c[n+](-c2ccc(C)cc2)no1	1.3	10	1	0.2	100	4	-1	4	-6
CCCOc1ccc(Oc2nc(-c3ccncc3)nc3ccccc23)cc1	-0.9	1	2	-0.1	101	6	2	3	-5
COc1cccc(OCC(O)CN2CCN(CCO)CC2)c1 (stereo not given)	-1.9	0	-1	0.0	112	-6	-5	8	10

Results in EBNA-1 inhibitor and Fam108B inh, for four of the compounds above:
SMILES	EBNA-1 inhibitor	Fam108B inh
O=C(CSc1nnc(NC(=O)c2ccccc2[N+](=O)[O-])s1)NCC1CCCO1 (stereo not given)	6	-1
CNC(=O)N(O)C1N(/N=C/c2ccc(C)cc2)C(=S)SC1(C)C (stereo not given)	-1	1
N=c1c(C(=O)NC2CCCCC2)cc2c(=O)n3ccccc3nc2n1Cc1ccccc1	-11	-3
CCC(C)[C@H](NC(=O)NCc1cccs1)C(=O)O (stereo not given in full)	-8	-1

Carrying on:
SMILES	MEX-5 binding	BCLXL inh	EBNA-1 inhibitor	Efflux pump mplx	CR mimetic SO	MCL1-BIM inh	ZTA DNA inh	GLD-1 TGE inh	Fam108B inh
CCCC(=O)N1CC(=O)Nc2ccc(C)cc2C1c1ccc(F)cc1 (stereo not given)	0.4	3	8	0.1	102	2	14	-2	-1
Cc1cccc(NC(=O)CN(C)S(=O)(=O)c2cccs2)c1	-0.1	6	2	0.0	105	-2	-32	-2	2
COC(=O)C1=C(C)NC(=O)NC1c1cc(Cl)ccc1OC (stereo not given)	1.4	-3	-2	0.0	118	-2	1	-2	4
O=C(NCc1ccccc1)C1CCCN1S(=O)(=O)c1ccc(F)cc1 (stereo not given)	-2.1	-5	3	0.0	105	0	-9	11	0
CCN1CCN(Cc2ccc(NC(=O)c3ccc(C)c(NC(=O)C[C@@H]4NC(=O)[C@H](Cc5ccccc5)NC4=O)c3)cc2C(F)(F)F)CC1	0.4	1	14	-0.1	93	0	7	-6	3
CCOC(=O)c1c(NC(=O)Cc2cccs2)sc(C)c1C	1.7	6	11	-0.1	98	9	-6	-1	0
COc1ccc(CN2CCNC(=O)C2CC(=O)NCCSc2nccn2C)c(OC)c1 (stereo not given)	-2.3	-2	1	0.1	92	2	12	0	5
O=C(Nc1cccc(F)c1)Nc1c[nH]c(=O)[nH]c1=O	-2.8	10	5	-0.1	93	12	7	7	1
CN(C)CCN(Cc1cc2cc3c(cc2[nH]c1=O)OCCO3)C(=S)NCC1CCCO1 (stereo not given)	-1.9	1	15	0.0	95	2	11	-8	0
Cc1ccc(C(=O)NNC(=O)CCN2C(=O)C3CCCCC3C2=O)cc1 (stereo not given)	-2.8	0	5	-0.5	106	-5	10	1	2
COC(=O)C1=C(C)NC(C)=C(C(=O)OC)C1c1ccc(N(C)C)cc1	0.6	4	6	-0.1	89	2	-5	1	3
Cc1[nH]c(C)c(S(=O)(=O)Nc2cccc(Cl)c2C)c1C(=O)N1CCCCC1	0.3	2	7	-0.1	106	5	-3	2	-1
COc1cc2cc(CN(Cc3cccs3)C(=S)Nc3cccc(C)c3)c(=O)[nH]c2cc1OC	0.8	-2	5	-0.1	97	3	1	4	-21
O=C(O)c1ccc(CN(Cc2ccccc2)S(=O)(=O)c2ccc(Cl)cc2)cc1	1.6	2	1	0.4	88	-4	8	3	1
CCCCN(CC)Cc1ccc(CNC(=S)Nc2c(C)cc(C)cc2C)o1	-0.1	9	-10	0.0	100	13	1	-3	-1
CC(NC(=O)c1ccccc1)c1nnc(SCC(=O)NC2CCCC2)n1C (stereo not given)	0.0	-3	-10	0.1	93	1	4	-2	-2
Cc1ccc(S(=O)(=O)N(C)C(=O)NC(=O)NS(=O)(=O)c2ccccc2)cc1	1.7	-7	0	-0.2	86	-6	-1	0	-3
O=c1c2[nH]c3ccccc3c2ncn1CCC1=CCCCC1	1.0	4	9	-0.1	102	3	-5	5	1
CCC(c1nnnn1Cc1ccco1)N(CCc1ccccc1)Cc1cc2ccc(OC)cc2[nH]c1=O (stereo not given)	-5.2	2	10	0.1	91	-6	1	2	-6
COC(=O)CSc1nnc(CSc2nc(C)cc(C)n2)n1Cc1ccco1	-0.4	-5	8	0.0	95	-5	16	0	6

Fetched by compound from the list above, four records:
SMILES	MEX-5 binding	BCLXL inh	EBNA-1 inhibitor	Efflux pump mplx	CR mimetic SO	MCL1-BIM inh	ZTA DNA inh	GLD-1 TGE inh	Fam108B inh
CCCOc1ccc(Oc2nc(-c3ccncc3)nc3ccccc23)cc1	-0.9	1	2	-0.1	101	6	2	3	-5
COc1ccc(C)cc1NC(=O)c1ccc2c(=O)n3c(nc2c1)CCCCC3	-0.5	-1	0	0.0	198	0	10	-2	-1
COc1ccc(CN2CCNC(=O)C2CC(=O)NCCSc2nccn2C)c(OC)c1 (stereo not given)	-2.3	-2	1	0.1	92	2	12	0	5
CCOC(=O)c1c(C)[nH]c(C(=O)OCC(=O)Nc2cc(C)nn2-c2ccccc2)c1C	0.9	-4	-6	0.0	98	-1	2	-3	-1

New compounds follow:
SMILES	MEX-5 binding	BCLXL inh	EBNA-1 inhibitor	Efflux pump mplx	CR mimetic SO	MCL1-BIM inh	ZTA DNA inh	GLD-1 TGE inh	Fam108B inh
CCc1cc2cc3c(cc2nc1SCC(=O)Nc1nnc(C)s1)OCCO3	1.9	2	-10	0.0	108	-6	-8	1	-3
COc1ccc(CCNc2nc3ccccc3n3nnnc23)cc1OC	-1.2	54*	-2	0.8	93	55*	11	16	3
CCCCN(CCCC)C(=O)C1(P(=O)(c2ccccc2)c2ccccc2)CCC1	4.0	1	-15	0.0	98	3	-1	-6	-2
O=C1Nc2ccccc2C(O)(C(=O)NCc2ccc3c(c2)OCO3)N1c1ccccc1 (stereo not given)	-2.1	4	17	-0.1	104	7	4	6	1
COc1cc(C(=O)NCC(=O)N/N=C(C)\C=C\c2ccccc2)cc(OC)c1OC	0.3	-1	14	-0.2	93	0	11	1	0
COc1cccc(/C=c2/s/c(=C(\C#N)C(=O)N3CCOCC3)n(-c3ccccc3)c2=O)c1	-1.0	4	5	-0.1	110	9	-9	2	0
O=C(/C=C/c1ccccc1)N1CCN(CC(O)COc2ccccc2)CC1 (stereo not given)	0.9	-4	3	0.0	93	-6	10	1	-3
CC1(C)CC(=O)C(C=NCCCN2CCOCC2)=C(O)C1	4.1	3	0	0.0	104	4	-13	7	-2
CN1CCN(S(=O)(=O)c2ccc(Oc3ccc(F)c(Cl)c3)nc2)CC1	1.0	4	-4	0.0	108	-5	-18	2	5
CCN1CCN(C(c2cc3cc4c(cc3[nH]c2=O)OCO4)c2nnnn2C(C)(C)CC)CC1 (stereo not given)	-0.4	2	-3	-0.2	110	13	10	5	5
Cc1cnc(NC(=O)COc2ccccc2)s1	2.6	11	-18	0.2	100	9	-4	2	-1
CCOC(=O)/C(C#N)=C\C1=C(N2CCCC2)CC(C)(CC)OC1 (stereo not given)	-1.0	13	11	-0.1	101	14	5	6	3
COc1ccc(NC(=O)CCCC2CCCCC2)cc1S(=O)(=O)N1CCCCC1	0.6	0	-8	0.0	140	4	6	4	-11
Cc1ccc2nc(C(C)O)[nH]c2c1 (stereo not given)	-0.3	6	2	0.0	106	0	7	7	6
O=C(Nc1ccccc1)OCCNC(=O)c1ccccc1	0.4	9	-7	-0.1	103	0	-3	1	2
Cn1c(NC(=O)c2cccs2)cc(=O)n(C)c1=O	0.5	2	9	-0.1	89	-3	4	6	-4
O=C(C[n+]1cc(-c2ccc(F)cc2)n2c1CCC2)c1cccs1	-0.4	3	-2	0.1	99	1	-5	-1	1
COc1cc(C(=O)NC2=NCCS2)cc(OC)c1OC	4.8	7	12	-0.1	108	11	0	-3	6
CCCC(C)C(=O)OCC(=O)NCc1ccc(OC)c(OC)c1 (stereo not given)	-0.3	-2	-7	0.0	84	-6	-1	-4	-3
O=C(CCC(=O)c1ccccc1)NC1CCCN(Cc2ccccc2F)C1 (stereo not given)	-0.3	6	8	0.1	99	7	12	3	0
CC1(C)CC(=O)c2c(O)cc(OCC(=O)N3CCN(c4ccccc4)CC3)cc2O1	-1.6	7	9	0.1	88	9	-1	-6	-2

Screening results as filed in PubChem BioAssay.
